HT1080 IDH1KD tx: toxicity to HT-1080 IDH1 knockdown cells (counter line) | HT-1080 IDH1 knockdown viability, ATP luminescence, 48 h | Potency, µM (series often up to 46.1 µM), for inactives: at the highest dose activity, negative = toxicity, most hits filed as cytotoxic | 2% of 360,000 active;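 further: potency means the concentration at half of the fitted maximal effect; 0% = DMSO wells and -100% = cell-free medium wells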
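Assay cells: HT-1080 with IDH1 knockdown, 750 per well, RPMI/5% FBS. Exposure: 48 h at 37 °C following 2 h pre-incubation. Read: CellTiter-Glo luminescence; fitted concentration-response, curve class assigned.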
ATXN2 expr inh: inhibitors of ATXN2 expression; Potency, µM (titrated, usually from 57 µM), inactives show top-dose activity change, negative = inhibition, most hits filed as inhibitors; 0.72% of 360,000 active; HEK-293 ATXN2-luciferase reporter, luminescence, 24 h; further: potency means the concentration at half of the fitted maximal effect; on the % scale 0 is the no-effect control and ±100 the full control effect; nearly all actives have a fitted effect of over 55% in size
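qHTS (up to 57 uM final) was run with 24 h compound exposure of reporter cells at 37 °C. Each well was multiplexed: SteadyGlo luminescence measured ATXN2-luciferase expression after a fluorogenic Gly-Phe-AFC viability readout (25 uM final).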
MCF10A rereplic: induces DNA re-replication in MCF 10a normal breast cells | 2.9% of 350,000 active | MCF 10A DNA re-replication, Hoechst nuclear intensity, 48 h | Potency, µM (doses to about 46.1 µM), for inactives: at the top dose activity, positive = re-replication, hits mostly activators; further: potency means the concentration at half of the fitted maximal effect; % of control where 0% means no effect; nearly all actives have a fitted effect of over 50% in size
SW480 rereplic: DNA re-replication induction in SW480 cells; SW480 DNA re-replication, Hoechst DNA content imaging, 48 h; Potency, µM (series often up to 46.1 µM), for the others: at the top dose re-replication activation, most hits filed as activators; 1.8% of 340,000 active; AID 624297; further: potency means the concentration at half of the fitted maximal effect; % of control where 0% means no effect; nearly all actives have a fitted effect of over 55% in size
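250 cells/well; 23 nL cpd via pin tool; 48 hr, 37 C, 5% CO2; Hoechst 40 min; imager read of total nuclear intensity, ex 405/em 500-530 nm.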
KB-3-1 cytotox: kills parental KB-3-1 adenocarcinoma cells; KB-3-1 viability, CellTiter-Glo ATP luminescence, 72 h; Potency, µM (series often up to 46.1 µM), without a hit: top-dose activity change, negative = cytotoxic, most hits filed as cytotoxic; 1.4% of 400,000 active; further: potency means the concentration at half of the fitted maximal effect; on the % scale 0 is the no-effect control and ±100 the full control effect; nearly all actives have a fitted effect of over 60% in size
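Cells are dispensed, compounds pinned in, plates held at 37 °C for 72 h, then CellTiter-Glo is added and luminescence read after 10 minutes. Cell line: parental KB-3-1 in phenol-red-free DMEM, 10% FBS.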
WRN inhibitor: blocks human WRN helicase; WRN helicase unwinding, fluorescent forked duplex, kinetic; Potency, µM (series often up to 114 µM), inactives show at the highest dose activity change, negative = inhibition, actives largely listed as inhibitors; 0.46% of 360,000 active; Q14191; AID 651768; further: potency means the concentration at half of the fitted maximal effect; on the % scale 0 is the no-effect control and ±100 the full control effect; nearly all actives have a fitted effect of over 55% in size
Target sequence (Q14191 whole entry, looked up): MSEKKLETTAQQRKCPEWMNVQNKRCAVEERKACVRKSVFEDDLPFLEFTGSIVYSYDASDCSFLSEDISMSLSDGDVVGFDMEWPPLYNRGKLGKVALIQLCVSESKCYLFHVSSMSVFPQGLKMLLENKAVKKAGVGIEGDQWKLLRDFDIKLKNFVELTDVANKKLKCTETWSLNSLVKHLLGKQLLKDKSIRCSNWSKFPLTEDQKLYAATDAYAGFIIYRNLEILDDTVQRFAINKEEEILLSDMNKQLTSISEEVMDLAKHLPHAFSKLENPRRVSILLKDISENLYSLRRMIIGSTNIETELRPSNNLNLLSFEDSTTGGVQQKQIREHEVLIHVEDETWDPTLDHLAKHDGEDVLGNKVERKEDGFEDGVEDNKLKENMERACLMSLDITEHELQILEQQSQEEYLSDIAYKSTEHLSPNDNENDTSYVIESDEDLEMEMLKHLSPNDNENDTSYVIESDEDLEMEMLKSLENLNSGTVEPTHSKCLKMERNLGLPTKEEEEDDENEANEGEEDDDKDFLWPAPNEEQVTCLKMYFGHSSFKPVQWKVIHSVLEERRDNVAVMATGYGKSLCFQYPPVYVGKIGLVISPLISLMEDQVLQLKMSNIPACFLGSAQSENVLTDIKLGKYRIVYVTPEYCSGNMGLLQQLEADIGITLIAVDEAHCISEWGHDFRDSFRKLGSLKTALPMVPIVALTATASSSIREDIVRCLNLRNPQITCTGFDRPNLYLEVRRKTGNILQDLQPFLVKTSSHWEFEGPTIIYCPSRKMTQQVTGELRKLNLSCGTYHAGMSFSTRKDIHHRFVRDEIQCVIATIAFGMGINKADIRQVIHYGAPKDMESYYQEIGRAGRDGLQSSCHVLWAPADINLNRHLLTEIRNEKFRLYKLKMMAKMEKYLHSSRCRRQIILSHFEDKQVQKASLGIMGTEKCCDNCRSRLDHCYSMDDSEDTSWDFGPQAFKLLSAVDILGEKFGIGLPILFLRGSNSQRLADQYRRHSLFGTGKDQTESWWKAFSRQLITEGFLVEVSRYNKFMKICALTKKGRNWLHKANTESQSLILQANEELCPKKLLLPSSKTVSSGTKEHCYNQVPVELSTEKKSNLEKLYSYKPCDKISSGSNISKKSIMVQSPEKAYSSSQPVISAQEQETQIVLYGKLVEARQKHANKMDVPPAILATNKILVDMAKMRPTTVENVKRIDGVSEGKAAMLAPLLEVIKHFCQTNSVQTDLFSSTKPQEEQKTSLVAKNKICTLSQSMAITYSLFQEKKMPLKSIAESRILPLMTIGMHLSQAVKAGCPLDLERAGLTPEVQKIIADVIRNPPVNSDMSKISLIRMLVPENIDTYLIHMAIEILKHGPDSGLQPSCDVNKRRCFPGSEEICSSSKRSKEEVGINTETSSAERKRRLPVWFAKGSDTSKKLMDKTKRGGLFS
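Primary qHTS, 1536-well format. 20 nM WRN + compound, 15 min RT; start with 100 nM forked fluorophore/quencher duplex, 2 mM ATP (final); kinetic read ex 525/em 598 nm.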
HT1080NT lethal: kills 2HG-producing HT-1080-NT fibrosarcoma cells; HT-1080-NT fibrosarcoma viability, CellTiter-Glo ATP luminescence, 48 h; Potency, µM (doses to about 46.1 µM), for the others: top-dose activity, negative = less viability, most hits filed as cytotoxic; 1.6% of 360,000 active; AID 686970;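 further: NT is the 2HG producing partner of a matched IDH1 knockdown line; potency means the concentration at half of the fitted maximal effect; 0% = DMSO-treated cells and -100% = media-only wells without cells; nearly all actives have a fitted effect of over 55% in size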
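Compounds were tested in concentration-response format on HT-1080-NT cells for 48 hours at 37 degrees C. Cell viability came from CellTiter-Glo luminescence; curves were classified by r2, response magnitude and activity.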
IL1B secr inh: blocks inflammasome-driven IL-1 beta release; THP-1 LPS/ATP IL-1B secretion, AlphaLISA, 16 h; hits give low values; activity change, % at 57.5 µM; 4.7% of 360,000 active; AID 743279; in the data active means activity change below about -50%; inconclusive means mostly about -30% to -49%; further: on the % scale 0 is the no-effect control and ±100 the full control effect
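Secreted IL-1B measured by AlphaLISA bead assay after 16 h compound exposure of THP-1 cells; compounds (final up to 57.5 uM) added 1 h before LPS (250 ng/mL) and ATP (1.25 mM) stimulation; lower signal means less secretion.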
KB-V1 MDR tox: kills drug-selected multidrug resistant KB-V1 cells | Potency, µM (doses to about 46.1 µM), for the others: top-dose activity change, negative = cytotoxicity, most hits filed as cytotoxic | KB-V1 MDR cells viability, CellTiter-Glo, 72 h | 3.4% of 400,000 active | AID 1347076; further: potency means the concentration at half of the fitted maximal effect; on the % scale 0 is the no-effect control and ±100 the full control effect; nearly all actives have a fitted effect of over 60% in size
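KB-V1 MDR subline cells in DMEM (phenol-red free, 10% FBS) exposed to compounds in qHTS concentration series for 72 h at 37 degrees C. Viability read by CellTiter-Glo luminescence; concentration-effect curves fitted after normalization and correction.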
An asterisk follows results filed as active; ? = inconclusive; · = not tested or not shown; [ ] = remark or other dose. Unless noted, the call rests on the fitted dose curve; in most records, active means well fitted curve in the direction sought with a large enough effect; inconclusive means small, poorly fitted or top-dose-only effect, or another doubt; inactive means no such curve, though single readings can be large; an effect the other way counts as inactive or inconclusive. Compounds were not picked by outcome; any-hit rate near 12%.

Compound	HT1080 IDH1KD tx	ATXN2 expr inh	MCF10A rereplic	SW480 rereplic	KB-3-1 cytotox	WRN inhibitor	HT1080NT lethal	IL1B secr inh	KB-V1 MDR tox
CCOC(=O)C1=C(COC(=O)C2CC(=O)N(CCc3ccccc3)C2)NC(=O)NC1C (stereo unspecified)	0%	·	1%	3%	0%	2%	12%	6	0%
CC(=O)N1C[C@H]2CON(C)[C@H]2C[C@H]1c1cccc(-c2ccccc2C)c1	-2%	-8%	-22%	-11%	0%	-1%	-2%	5	0%
CC(C)Cn1c(N)c(C(=O)COC(=O)c2cc3ccccc3cc2O)c(=O)n(C)c1=O	-24%	·	1%	1%	-18%	-9%	-18%	11	-3%
Cc1ccccc1-n1c(SCC(=O)N/N=C/c2sccc2C)nc2ccccc2c1=O	11%	3%	?	?	1%	7%	9%	-8	?
Cc1cccc2sc(NC(=O)c3cccc(S(=O)(=O)N4CCc5ccccc54)c3)nc12	6%	4%	?	-6%	-5%	-1%	5%	8	0%
CC(Oc1ccc(F)cc1)C(=O)Nc1ccccc1C(=O)NC1CC1 (stereo unspecified)	-1%	10%	2%	1%	?	10%	0%	-9	?
C=CCc1cccc(CNc2ccc(Br)cc2)c1O	0%	·	?	-19%	?	-9%	0%	-11	2%
CCc1sc(C(=O)NNC(=O)c2cncc(Br)c2)cc1C	17%	-8%	7%	-2%	-5%	-29%	0%	12	-6%
COc1ccc(CCn2c(O)c(C3=c4ccccc4=NC3=O)sc2=S)cc1OC	7%	·	-11%	-5%	8%	2%	4%	-3	5%
COc1ccc(-c2nnn(CC(=O)N(CC(=O)NC3CCCC3)Cc3ccco3)n2)cc1OC	12%	-10%	-2%	-6%	20%	2%	10%	6	-24%
CCC(=O)N1CCCc2cc(S(=O)(=O)N3CCN(c4ccccc4F)CC3)ccc21	-3%	?	0%	-15%	?	-4%	-18%	11	-2%
N#CC1=C2SCC(O)(c3ccccc3)N2C(=O)CC1c1ccccc1F (stereo unspecified)	16µM*	-7%	23µM*	?	9.2µM*	-25%	?	?	?
Cc1cc(C(=O)Nc2sc3c(c2C#N)CCC(C(C)(C)C)C3)no1 (stereo unspecified)	-1%	6%	?	?	?	-8%	-4%	-21	16%
COc1ccc(N2CCN(Cc3nc4ccccc4n3C)CC2)cc1	-1%	-11%	-4%	-5%	-2%	-20%	-3%	-3	?
O=C(COn1nnc2ccc(Cl)cc21)NCc1ccccc1	6%	11%	2%	-1%	14%	-10%	-4%	-10	-2%
COc1cc(O)c(CCC(=O)c2cc(OC)c(OC)c(OC)c2)c(OC)c1	4%	0%	-3%	-91%[inhibitor]	4%	-8%	5%	9	?
Cc1cccc(NC(=O)c2ccc(S(=O)(=O)N(C)CC3CCCO3)cc2)c1C (stereo unspecified)	-1%	-8%	0%	-1%	·	-34%	0%	-13	·
Cc1ccc(NC(=O)c2cc([N+](=O)[O-])ccc2N2CCOCC2)cc1C	-5%	-2%	1%	1%	3%	-1%	6%	-16	17%
Cc1ccc(S(=O)(=O)NCC(=O)OCC(=O)Nc2cccc(S(=O)(=O)NC3=NCCCCC3)c2)cc1C	5%	2%	-3%	-11%	14%	-3%	5%	-2	0%
CCCCNC(=O)CNC(=S)N(Cc1ccc(C)cc1)Cc1ccco1	-11%	?	9%	8%	0%	-21%	-6%	?	?

Reprinted from the part before: 3 entries, then new ones.
Compound	HT1080 IDH1KD tx	ATXN2 expr inh	MCF10A rereplic	SW480 rereplic	KB-3-1 cytotox	WRN inhibitor	HT1080NT lethal	IL1B secr inh	KB-V1 MDR tox
Cc1ccc(NC(=O)c2cc([N+](=O)[O-])ccc2N2CCOCC2)cc1C	-5%	-2%	1%	1%	3%	-1%	6%	-16	17%
Cc1ccc(S(=O)(=O)NCC(=O)OCC(=O)Nc2cccc(S(=O)(=O)NC3=NCCCCC3)c2)cc1C	5%	2%	-3%	-11%	14%	-3%	5%	-2	0%
CCCCNC(=O)CNC(=S)N(Cc1ccc(C)cc1)Cc1ccco1	-11%	?	9%	8%	0%	-21%	-6%	?	?
CC(C)(C)/C(O)=C/c1nc2ccccc2[nH]c1=O	-2%	0%	12%	5%	14%	1%	1%	-3	-9%
CC(=O)c1cc(Cl)ccc1OCc1cccc(S(=O)(=O)N2CCOCC2)c1	2%	-15%	13%	-13%	-1%	-5%	0%	-8	18µM*
Cc1ccc(S(=O)(=O)SCCCSS(=O)(=O)c2ccc(C)cc2)cc1	1%	-31%	18%	13%	13%	50µM*	13%	35	5%
O=C(Nc1cccc(Cl)c1Cl)c1csc([C@@H]2O[C@H](CO)[C@H](O)[C@H](O)[C@H]2O)n1	8%	12%	·	·	0%	4%	-5%	0	?
NC(=O)[C@@H]1CCCN1Cc1nc(-c2ccc(C(F)(F)F)cc2)no1	-2%	·	-7%	-34%	-1%	12%	7%	9	-1%
O=C(O)c1ccc(S(=O)(=O)c2ccc3c(c2)C(=O)N(NC(=O)c2ccncc2)C3=O)cc1	7%	-4%	6%	5%	16%	-8%	?	14	3%
O=C(Nc1cc(S(=O)(=O)Nc2ccccc2Cl)ccc1O)c1sc2cc(Cl)ccc2c1Cl	23%	12%	20%	22%	5%	-10%	8%	3	14%
Cc1cccc(OCC(=O)Nc2cc(S(=O)(=O)N3CCCCC3)ccc2N2CCN(C)CC2)c1	-1%	·	4%	-11%	2%	-1%	-1%	-13	6%
Cc1ccc(C)c(OCC(O)CN2CCC(C)CC2)c1C (stereo unspecified)	0%	0%	-10%	-4%	10%	2%	-1%	24	12%
C[C@H](NC(=O)c1cc2cc(Cl)ccc2n1C)C(=O)N1CCC[C@H]1C(=O)O	-8%	-9%	-30%[inhibitor]	?	0%	-4%	1%	23	-5%
Cc1ccccc1N1CCN(C(=O)c2ccccc2NC(=O)/C=C\C(=O)O)CC1	4%	-25%	-5%	1%	1%	-2%	-2%	-19	0%
CCCCNC1=C(Br)C(=O)CC(C)(C)C1	6%	-7%	5%	-4%	5%	-6%	10%	-11	-18%
CC1=C(C)CC(C(=O)Nc2nc(-c3ccc(F)cc3)c(C)s2)C(C(=O)O)C1 (stereo unspecified)	13%	1%	6%	5%	9%	-29%[57.1 µM]	13%	11	?
Cc1nnc(NC(=O)CSc2nc(C3CCCCC3)nc3ccccc23)s1	?	-13%	-10%	17%	1%	0%	1%	0	-18%
O=C(COc1ccccc1)N1CCN(c2ncnc3c2cnn3-c2ccccc2)CC1	0%	-6%	-2%	-7%	1%	2%	-1%	-10	1%
O=C(c1cccc2ccccc12)N1CCN(c2ccc([N+](=O)[O-])c(N3CCOCC3)c2)CC1	-9%	-19%	-2%	4%	-8%	-12%	-23%	-1	?
CC(NC(=O)c1nn(C)c(=O)c2ccccc12)c1ccc(F)cc1 (stereo unspecified)	-1%[9.24 µM]	-3%	-8%	4%	-6%	-4%[57.1 µM]	-23%	9	-9%
COc1ccc(-c2ccc(CN3C(C(C)C)C(=O)N(Cc4cn(Cc5ccco5)nn4)CCS3(=O)=O)cc2)cc1OC (stereo unspecified)	-3%	-15%	·	·	-5%	-5%	-2%	12	5%
CCCCNC(=O)c1cn(CC)c2ccc(S(=O)(=O)N3CCCCCC3)cc2c1=O	6%	-11%	3%	2%	-1%	0%	14%	-21	-19%
O=C(NCCSc1c[nH]c2ccccc12)C1CC1	11%	4%	-6%	-6%	19%	2%	4%	-5	0%
CCN(CC)S(=O)(=O)c1cccc(NC(=O)COC(=O)c2cncc(Br)c2)c1	4%	-12%	0%	1%	18%	-15%	4%	-3	?
Cc1nc2ccccn2c1C(=O)NNC(=O)Nc1cccc(C(F)(F)F)c1	0%	-14%	9%	-12%	10%	4%	-2%	7	2%
CC(O)C(=O)N/N=C/c1cccc2ccccc12 (stereo unspecified)	8%	·	-1%	-13%	?	11%	7%	-18	?
CSc1ncccc1C(=O)N1CCCC(N2CCN(c3ccccc3C)CC2)C1 (stereo unspecified)	-12%	·	·	·	-26%	8%	-17%	1	?
CCOC(=O)N1CCC(NC(=O)c2cc(C(=O)NC3CCN(Cc4ccccc4)CC3)ccc2CO)CC1	1%	1%	-3%	5%	-10%	2%	-3%	-8	?
CN(C)CCNc1ccc(-c2n[nH]c(=O)c3ccccc23)cc1[N+](=O)[O-]	-8%	1%	?	28%	-4%	13%	5%	-57*	0%
Cc1ccc(S(=O)(=O)N2CCOCC2)cc1C(=O)N1CC(C)OC(C)C1 (stereo unspecified)	13%	-1%	-1%	-1%	2%	-3%	2%	0	-9%
O=c1[nH]c(Cc2cccs2)nc2ccccc12	2%	3%	-2%	-16%	-12%	5%	3%	1	20%
COC(=O)C(C(=O)Nc1cccc(Cl)c1C)C1CCCC1 (stereo unspecified)	-2%	·	3%	?	-2%	7%	-4%	14	2%
CCOC(=O)N1CCN(S(=O)(=O)c2ccc(NC(C)=O)cc2)CC1	-1%	-13%	?	?	-2%	9%	0%	4	6%
Cc1cccc(NC(=O)CN2C(=O)COc3ccc(Cl)cc32)c1C	0%	4%	-2%	-1%	1%	4%	-1%	-18	10%
O=C(O)C1C2C=CC(O2)C1C(=O)Nc1ccc(S(=O)(=O)Nc2ccccc2)cc1 (stereo unspecified)	?	-5%	0%	-4%	14%	-11%	2%	0	2%
COc1cc(/C=C/C(=O)Nc2nnc(CC(C)(C)C)s2)cc(OC)c1OC	10%	-5%	21%	-4%	1%	-11%	9%	-4	-12%

From PubChem
